# ELG1 repair inh: qHTS screen for small molecules that inhibit ELG1-dependent DNA repair in human embryonic kidney (HEK293T) cells expressing luciferase-tagged ELG1; HEK293T ELG1-luciferase reporter, luminescence, 16 h; DNA damage induced by 5-fluorouridine; Potency, µM (titrated, usually from 46.1 µM), for inactives: at the top dose activity change, negative = inhibition, actives largely listed as inhibitors; hit rate 2.3% among 330,000; active means well fitted inhibition curve with a large enough effect; inconclusive means small, poorly fitted or top-dose-only effect, or effect the other way; further: potency means the concentration at half of the fitted maximal effect; nearly all actives have a fitted effect of over 55% in size
#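 Quantitative HTS, concentration-response format. 2,000 cells/well co-treated with 5-fluorouridine and compound, 16 hr in 5% CO2 at 37 °C; ONE-Glo luminescence read after 30 min.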
# KCNH2 3.1 inh: qHTS for Inhibitors of KCHN2 3.1: Mutant qHTS; AID 720553, 2013; hit rate 0.95% among 340,000; Potassium voltage-gated channel subfamily H member 2, brain isoform KCNH2 3.1 (human); U2OS KCNH2 3.1, thallium flux FluxOr; hits give low values; activity change, % (tested at about 1.8 µM);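 active means maximum activity change below -70%; inconclusive means maximum activity change from -70% to -50%; inactive means maximum activity change above -50%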;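 further: thallium influx rate constant from kinetic fluorescence after stimulation buffer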
#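 Kinetic fluorescence (2 min after stimulation buffer) measures Tl+ influx through KCNH2 3.1 expressed by viral transduction in U2OS cells; the rate constant is normalized against DMSO controls serving as positive and negative references.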
# * hit, by the source's call; ? = inconclusive. On the % scale 0 is the no-effect control and ±100 the full control effect. A portion of the library. The share of hits here may be higher or lower than overall.
SMILES,ELG1 repair inh,KCNH2 3.1 inh
C[C@H](CO)N1C[C@H](C)[C@@H](CN(C)Cc2ccncc2)Oc2c(cccc2N(C)C)C1=O,20%,6
O=S1(=O)N=C(c2ccccc2)C=C(c2ccccc2)N1,21%,-9
C[C@H](CO)N1C[C@H](C)[C@@H](CN(C)S(=O)(=O)c2cn(C)cn2)Oc2c(NS(=O)(=O)c3cccs3)cccc2C1=O,14%,12
CC(C)(C)OC(=O)C[C@H]1C/C=C\C[C@@H](CC(=O)NCCO)C(=O)N[C@H](C(C)(C)C)COC1=O,12%,11
Cc1ccc(S(=O)(=O)N2CCOCC2)cc1NC(=O)c1ccc(F)cc1F,8%,-4
CC(C)(C)OC(=O)N[C@H]1C=C[C@@H](OC(=O)CC(=O)OCC(F)(F)F)C1,7%,9
COc1cc(OC)cc(-c2sc3ccc(OC)cc3c2-c2ccc3cc[nH]c3c2)c1,0%,-19
CC(=O)Nc1ccc(NC(=O)C(C)OC(=O)[C@@H]2CCCN2C(=O)c2cccs2)cc1 (some centres not stated),4%,-8
COC(=O)[C@]1(Cc2ccccc2)N[C@H](CN(C)C(=O)c2ccccc2)[C@@H]2C(=O)N(Cc3ccccc3)C(=O)[C@@H]21,-14%,-3
CC(C)CN(C(=O)C1CCC1)c1c(N)n(Cc2ccccc2)c(=O)[nH]c1=O,23%,8
COc1ccc(NC(=O)CNc2cc(S(=O)(=O)N3CCOCC3)ccc2N2CCOCC2)c(OC)c1,6%,7
COc1cc(C(=O)NCC(=O)OCc2ccc(F)cc2)cc(OC)c1OC,?,11
COc1ccccc1C(=O)COC(=O)c1cccs1,?,0
CCN1CCN(CC(=O)Nc2cc(S(=O)(=O)N(CC)c3ccccc3)ccc2Cl)CC1,-11%,-20
Cn1c(N)c(C(=O)COC(=O)/C=C/c2ccc(Cl)cc2Cl)c(=O)n(C)c1=O,?,-7
COc1ccccc1NS(=O)(=O)c1cc(NC(=O)C2CCCO2)ccc1C (configuration not stated),4%,-5
COc1ccc(COC(=O)CN2C(=O)NC3(CC(C)CC(C)(C)C3)C2=O)cc1F (configuration not stated),-23%,19
CSc1ccccc1C(=O)OCC(=O)N1CCCCCC1,?,-5
O=C(CCNS(=O)(=O)c1ccc(F)c(F)c1)NCCN1CCOCC1,24%,12
O=C(COC(=O)CN1C(=O)NC2(CCCCC2)C1=O)Nc1cc(F)ccc1F,4%,6
CC(C)N(C(=O)[C@H]1CC(CC(=O)NCCC2=CCCCC2)C(=O)N2CCc3c([nH]c4ccccc34)[C@]12C)C(C)C (some centres not stated),?,-5
O=C1CN(S(=O)(=O)c2cc(Br)ccc2Br)CCN1,?,-13
O=C(COC(=O)/C=C/c1ccc(Cl)cc1)Nc1cccc(S(=O)(=O)NC2=NCCCCC2)c1,9%,?
CCCn1c(N)c(C(=O)CN2CCN(S(=O)(=O)c3cccc(Cl)c3)CC2)c(=O)[nH]c1=O,?,-73*
CCN(CC(=O)Nc1ccc(S(=O)(=O)N2CCCC2)cc1)CC(=O)Nc1ccccc1C(F)(F)F,?,-13
C/C=C/C(=O)N[C@@H]1c2ccccc2CC[C@@H]1OCc1ccccc1,-1%,28
COC(=O)c1ccc(COC(=O)CNC(=O)c2ccc(OC)cc2)cc1,?,3
C[C@H](CO)N1C[C@H](C)[C@@H](CN(C)S(=O)(=O)c2ccccc2)Oc2ccc(NS(=O)(=O)c3ccccc3)cc2C1=O,23µM*,-9
COc1ccccc1N1CC(C(=O)NC2CCCCCC2)CC1=O (configuration not stated),18%,-28
C[C@H](CO)N1C[C@H](C)[C@@H](CN(C)Cc2ccc(Cl)c(Cl)c2)Oc2c(NC(=O)C3CC3)cccc2C1=O,?,-29
O=C(O)CSc1nnc(-c2cccc(S(=O)(=O)N3CCOCC3)c2)n1-c1ccc(F)cc1,-2%,-10
Cc1cccc(N2N=C(C(=O)OCC(=O)c3ccccc3)CCC2=O)c1,12%,0
Cc1cc(NS(=O)(=O)c2ccc(NC(=O)Cc3ccc([N+](=O)[O-])cc3)cc2)nc(C)n1,5%,7
O=C(COc1ccccc1Cl)Nc1nc(-c2ccncc2)cs1,?,-3
O=C(C[C@H]1C/C=C\CC[C@@H](Cc2ccc(F)cc2)C(=O)O[C@@H](c2ccccc2)CNC1=O)N[C@H](CO)Cc1ccccc1,7%,-11
Cc1cc(C)cc(OCC(=O)N2CCN(c3ncccn3)CC2)c1,-3%,-10
c1nc(CCO[C@H]2CCCCO2)cc2cc3c(cc12)OCO3,?,10
O=C(NC(=S)NCc1ccccc1Cl)c1cccs1,6%,2
Cc1cc(NC(=O)COC(=O)c2cnccn2)ccc1Br,?,3
Cc1ccc(C(=O)c2ccccc2C(=O)OCC(=O)N2CCCC2)cc1,?,-1
CCN([C@H](CO)CC(C)C)S(=O)(=O)c1ccccc1,22%,-2
COc1ccc(-c2noc(CCC(=O)N3CCN(c4ccccc4Cl)CC3)n2)cc1,-7%,-8
CCOC(=O)c1ccc(S(=O)(=O)N2CCN(C(=O)c3ccccn3)CC2)cc1,-13%,5
CC(C)(C)OC(=O)C[C@H]1C/C=C\C[C@@H](CC(=O)N(CCO)Cc2ccccc2)C(=O)N[C@H](C(C)(C)C)COC1=O,5%,-1
Cc1nn(CC(=O)OCC(=O)Nc2cccc(S(N)(=O)=O)c2)c(C)c1[N+](=O)[O-],?,-3
CC1(NS(=O)(=O)c2ccc(Cl)s2)CCS(=O)(=O)C1 (configuration not stated),6%,-2
C=CC[C@@H](CC(=O)N[C@H](CO)Cc1ccccc1)C(=O)N[C@@H](COC(=O)[C@@H](CC=C)CC(=O)OC(C)(C)C)Cc1ccccc1,?,-10
COc1cc(/C=C/C(=O)OCC(=O)NCCC2=CCCCC2)cc(OC)c1OC,-4%,-2
CC1CCCC(NC(=O)COC(=O)COc2ccc(Br)cc2)C1C (configuration not stated),24%,1
CC(C)(C)OC(=O)C[C@H]1C/C=C\C[C@H](CC(=O)N[C@H](CO)Cc2ccccc2)C(=O)N[C@H](Cc2ccccc2)COC1=O,?,-10
O=C(NNc1c(F)c(F)cc(F)c1F)C1CCN(S(=O)(=O)c2ccccc2F)CC1,13%,-27
CSCCC(NC(=O)c1ccco1)C(=O)NC1CCC(C)CC1 (configuration not stated),?,6
CC1(c2ccccc2Br)NC(=O)N(CC(=O)N2CCc3ccccc3C2)C1=O (configuration not stated),-7%,-8
COC(=O)[C@]1(Cc2ccccc2)N[C@H](CN(C)C(=O)C2CCCCC2)[C@@H]2C(=O)N(C)C(=O)[C@@H]21,0%,-7
Cn1c(N)c(C(=O)COC(=O)Cc2ccc(Br)cc2)c(=O)n(C)c1=O,6%,6
CCN(C[C@H]1N[C@@](CC)(C(=O)OC)[C@H]2C(=O)N(Cc3ccccc3)C(=O)[C@@H]12)C(=O)Nc1ccc(OC)cc1,21%,-6
C=CCC[C@H](Cc1ccc(F)cc1)C(=O)OC[C@H](Cc1c[nH]c2ccccc12)NC(=O)[C@@H](CC=C)CC(=O)NCCO,21µM*,-13
CC(NS(=O)(=O)c1ccc2ccccc2c1)c1ccccn1 (configuration not stated),4%,3
O=C(Cn1ncc(Cl)c(Cl)c1=O)NC(=O)NC1CCCCC1,?,-10
CN(C(=O)COC(=O)c1cccnc1Cl)C1CCCCC1,?,5

# 5 entries drawn at random from those above:
SMILES,ELG1 repair inh,KCNH2 3.1 inh
Cn1c(N)c(C(=O)COC(=O)Cc2ccc(Br)cc2)c(=O)n(C)c1=O,6%,6
O=C(Cn1ncc(Cl)c(Cl)c1=O)NC(=O)NC1CCCCC1,?,-10
CCOC(=O)c1ccc(S(=O)(=O)N2CCN(C(=O)c3ccccn3)CC2)cc1,-13%,5
C=CCC[C@H](Cc1ccc(F)cc1)C(=O)OC[C@H](Cc1c[nH]c2ccccc12)NC(=O)[C@@H](CC=C)CC(=O)NCCO,21µM*,-13
CCN([C@H](CO)CC(C)C)S(=O)(=O)c1ccccc1,22%,-2

# Remaining list, next part.
SMILES,ELG1 repair inh,KCNH2 3.1 inh
O=C(Cn1cnc2c(NCc3ccccc3)ncnc21)NCc1ccccc1,?,-4
CC(C)(C)OC(=O)NCc1ccc(NC(=O)c2nc[nH]c2C(=O)NCCCCCCNC(=O)c2[nH]cnc2C(=O)Nc2ccc(CNC(=O)OC(C)(C)C)cc2)cc1,2.3µM*,-7
COc1ccc(NC(=O)CSc2nncs2)cc1S(=O)(=O)N1CCCCC1,-9%,5
O=C(CCNS(=O)(=O)c1cccc(C(F)(F)F)c1)NCc1ccco1,-2%,3
CCN(C(=O)CSc1nccc(=O)[nH]1)C1CCCCC1,12%,4
Cc1ccc(NS(=O)(=O)c2ccc(Cl)c(N=Nc3c(O)[nH]c(=O)[nH]c3=O)c2)cc1Cl,-3%,-2
COc1ccc(S(=O)(=O)Nc2ccc3c(c2)C(=O)N([C@H](C)CO)C[C@H](C)[C@@H](CN(C)C(=O)NC2CCCCC2)O3)cc1,4%,18
CN(Cc1ccco1)C(=O)CN1C(=O)NC2(CCCC2)C1=O,14%,4
CC[C@H](C)[C@@H]1NC(=O)[C@H]([C@@H](C)CC)NC(=O)[C@@H](CC(C)C)NC(=O)[C@H](Cc2ccccc2)NC(=O)[C@H](Cc2ccccc2)NC(=O)[C@@H]2CCCN2C(=O)[C@@H]2CCCN2C(=O)[C@H](C(C)C)NC(=O)[C@H](CC(C)C)NC1=O,?,-4
C[C@H]1CN([C@@H](C)CO)C(=O)c2cc(NS(=O)(=O)c3ccc(F)cc3)ccc2O[C@H]1CN(C)S(=O)(=O)c1cn(C)cn1,0%,17
COc1cc2cc(Oc3ccc4ccc(=O)oc4c3)c(=O)oc2cc1O[C@@H]1O[C@H](CO)[C@@H](O)[C@H](O)[C@H]1O,19%,-12
CN(Cc1ccccc1)C(=O)c1ccc(S(=O)(=O)N(C)c2ccccc2)cc1,-16%,13
Cc1ccccc1-c1cc(C(=O)NCc2ccco2)nn1CC1CC(c2cccc([N+](=O)[O-])c2)=NO1 (configuration not stated),?,-17
COc1cc2c(C#CCCCO)c(-c3ccsc3)oc(=O)c2cc1OC,4.1µM*,23
CC[C@]12c3[nH]c4ccc(OC)cc4c3CCN1C(=O)C(CC(=O)NCc1ccco1)C[C@@H]2C(=O)N1CCN(C(=O)C2CC2)CC1 (some centres not stated),12%,-19
Cc1cccc(C(=O)OCC(=O)c2csc(N3CCCCC3)n2)c1[N+](=O)[O-],5%,-31
COc1ccc([N+](=O)[O-])cc1NS(=O)(=O)c1cccc(C(=O)OC2CCOC2=O)c1 (configuration not stated),27%,15
CC[C@@H]1CCCCc2ccccc2[C@@H](C(=O)C[C@H](O)CC(C)=O)OC1=O,-4%,-1
Cc1cc(NC(=O)COC(=O)C2CSC3(C)CCC(=O)N23)ccc1Br (configuration not stated),2%,-15
C=CC[C@H](CC(=O)OC(C)(C)C)C(=O)OC[C@H]1CCCN1C(=O)[C@@H](CC=C)CC(=O)N(CCO)Cc1ccccc1,?,-17

# Three successive records already listed, quoted:
SMILES,ELG1 repair inh,KCNH2 3.1 inh
O=C(Cn1cnc2c(NCc3ccccc3)ncnc21)NCc1ccccc1,?,-4
CC(C)(C)OC(=O)NCc1ccc(NC(=O)c2nc[nH]c2C(=O)NCCCCCCNC(=O)c2[nH]cnc2C(=O)Nc2ccc(CNC(=O)OC(C)(C)C)cc2)cc1,2.3µM*,-7
COc1ccc(NC(=O)CSc2nncs2)cc1S(=O)(=O)N1CCCCC1,-9%,5

# Whole records, looked up by structure. Screens in order: ELG1 repair inh	KCNH2 3.1 inh
# `COc1ccc(NC(=O)CSc2nncs2)cc1S(=O)(=O)N1CCCCC1` as listed: -9%	5
# `CN(Cc1ccccc1)C(=O)c1ccc(S(=O)(=O)N(C)c2ccccc2)cc1` as listed: -16%	13

# (further entries)
SMILES,ELG1 repair inh,KCNH2 3.1 inh
CCOC(=O)C1CCN(C(=O)COC(=O)/C=C/c2ccccc2)CC1,?,0
c1ccc(C[C@H]2CN=C(Nc3ccccc3)N2CCCC2CCCCC2)cc1,16%,-45
Cc1nc(SCC(=O)NNC(=O)c2ccc(F)cc2)c2ccccc2n1,15%,15
COc1ccc(S(=O)(=O)N2CCOCC2)cc1NC(=O)CSc1nnc(C2CC2)n1C,?,7
CCN(C[C@H]1N[C@@](CC)(C(=O)OC)[C@H]2C(=O)N(C)C(=O)[C@@H]12)C(=O)Nc1ccc(C)cc1,?,0
Cc1ccc(NC(=O)CC(C)c2ccccc2)cc1S(=O)(=O)N1CCOCC1 (configuration not stated),?,3
COC(=O)[C@H](Cc1ccc(O)cc1)NC(=O)Cn1ccc(NC(=O)OCc2ccccc2)nc1=O,?,8
COc1cc(OC)cc(C(=O)NNC(=O)Cc2cccs2)c1,19%,1
C[C@H](NC(=O)Cc1cccc2ccccc12)C(=O)N1CCOCC1,2%,22
O=C(Cc1ccccc1[N+](=O)[O-])OCC(=O)c1ccccc1Br,13%,-7

# Bioassay records (PubChem)
